# Bioassay records as filed in PubChem BioAssay.
# FLuc stim CS: firefly luciferase counter-screen for stimulation assays; ATPlite luciferase biochemical, luminescence, 10 min; 0 = ATP-free wells, 1 = DMSO control; activation factor at 10 µM; 200,000 tested, under 10 active; AID 1027;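 active means luciferase activation factor, scaled between plate controls, of at least 2 with compound at 10 µM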
# Target sequence (P08659 whole entry, looked up): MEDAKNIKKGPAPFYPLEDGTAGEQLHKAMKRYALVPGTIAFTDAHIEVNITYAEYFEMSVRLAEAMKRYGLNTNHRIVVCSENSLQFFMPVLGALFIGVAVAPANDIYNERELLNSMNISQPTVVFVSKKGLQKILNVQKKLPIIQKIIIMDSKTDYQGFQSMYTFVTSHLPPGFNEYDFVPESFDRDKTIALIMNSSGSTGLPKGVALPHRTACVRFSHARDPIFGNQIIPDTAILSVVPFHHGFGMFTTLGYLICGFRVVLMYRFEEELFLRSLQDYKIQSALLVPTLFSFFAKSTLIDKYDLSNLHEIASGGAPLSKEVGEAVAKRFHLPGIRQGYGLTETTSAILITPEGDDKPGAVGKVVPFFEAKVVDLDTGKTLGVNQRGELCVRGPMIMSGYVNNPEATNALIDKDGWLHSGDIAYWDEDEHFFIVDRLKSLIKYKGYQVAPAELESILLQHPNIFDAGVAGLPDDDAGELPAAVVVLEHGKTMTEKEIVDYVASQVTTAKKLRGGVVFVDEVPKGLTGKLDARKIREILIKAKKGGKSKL
#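 System: Luciferase/luciferin detection reagent, cell-free biochemical luciferase assay | Medium: PBS buffer for ATP | Dosing: Test compounds dosed from 2 mM stocks in 100% DMSO | Timing: 10 min at ambient temperature | Signal: Luminescence measurement of luciferase light output | Evaluation: Luciferase activation, seen as luminescence increase over controls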
# PMI act hi M6P: activators of human phosphomannose isomerase at near-saturating mannose 6-phosphate | 190,000 tested, 0.34% active | P34949 | activation factor at 20 µM | AID 1216 | coupled PMI enzyme assay, resazurin fluorescence, 20 min; hits give high values; 1 = untreated enzyme, 0 = substrate-free blank;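 active means activation factor of 2 or more at 20 µM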
# Target sequence (P34949 whole entry, looked up): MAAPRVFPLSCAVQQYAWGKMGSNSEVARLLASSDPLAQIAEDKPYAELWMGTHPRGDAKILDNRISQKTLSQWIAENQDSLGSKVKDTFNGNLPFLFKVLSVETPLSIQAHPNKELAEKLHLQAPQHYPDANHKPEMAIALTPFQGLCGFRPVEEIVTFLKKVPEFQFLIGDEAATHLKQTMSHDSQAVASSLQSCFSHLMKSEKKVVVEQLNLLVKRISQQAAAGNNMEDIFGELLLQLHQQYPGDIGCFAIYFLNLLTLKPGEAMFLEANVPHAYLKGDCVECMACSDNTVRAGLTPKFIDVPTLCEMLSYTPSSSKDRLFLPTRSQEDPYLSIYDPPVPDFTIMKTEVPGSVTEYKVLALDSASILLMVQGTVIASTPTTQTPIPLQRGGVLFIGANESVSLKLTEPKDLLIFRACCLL
#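 assay system = human phosphomannose isomerase with PGI, G6PDH, diaphorase coupling enzymes | quantity = 15 ng/mL PMI | incubation = enzyme reaction with compound 20 min at room temperature | medium = HEPES pH 7.4 buffer with MgCl2 and Tween-20 | compound dosing = one concentration, 20 µM, in 1% DMSO | measured by = Diaphorase-driven resazurin-to-resorufin fluorescence, excitation 544, emission 590 nm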
# G6PDH CS: L. mesenteroides G6PDH inhibition counter-screen. Purified L. mesenteroides G6PDH, diaphorase/resazurin coupled fluorescence, 45 min. inhibition, % at 5 µM. 200,000 tested, 0.12% active. AID 1020; in the data active means inhibition above about 50%
# Diaph act CS: activates diaphorase or chemically reduces, flagging diaphorase assay artifacts; Diaphorase/resazurin coupled assay, resorufin fluorescence, 16 min; hits give high values; 1 = vehicle wells, 0 = NADH-free wells; activation factor at 20 µM; 190,000 tested, 0.005% active;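 active means diaphorase activity raised at least twofold by the compound at 20 µM; inactive means activation factor below 2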
#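 Material: purified diaphorase enzyme from Clostridium kluyveri / Medium: HEPES pH 7.4 buffer with MgCl2 and Tween 20 / Schedule: enzyme reaction of 16 min at room temperature / Measured by: resorufin fluorescence, excitation 544 nm, emission 590 nm / Evaluation: rise in resorufin formation, marking diaphorase activation or chemical reduction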
# TNAP inh noacc: blocks human TNAP activity with no phosphate acceptor present. 200,000 tested, 0.26% active. inhibition, % at 20 µM. P05186. purified TNAP, CDP-star luminescence, 30 min;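 active means tissue-nonspecific alkaline phosphatase inhibition above about 50% at 20 µM in the single-dose screen, limit read from the data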;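 further: 0% = DMSO negative control and 100% = EDTA positive control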
# Diaph inh CS: counter-screen for diaphorase-based assays: diaphorase inhibitors and chemical oxidizers | AID 1217 | inhibition, % at 20 µM | diaphorase resazurin-to-resorufin fluorescence, NADH, 16 min; bacterial (C. kluyveri) enzyme, not human | 190,000 tested, 0.69% active;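 active means primary screen inhibition at 20 µM above a set limit, cut at about 50% in these data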;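 further: plate controls were DMSO with full reaction for no effect and wells lacking NADH for full effect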
#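 Assay system – diaphorase enzyme from Clostridium kluyveri · Amount – diaphorase 0.14 U/mL (working solution) · Times – reaction incubation of 16 min at room temperature · Controls – No-NADH positive control and DMSO neutral control · Signal – resorufin fluorescence 544/590 nm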
# PMI act: increases human mannose-6-phosphate isomerase activity; 190,000 tested, 0.005% active; AID 1214; activation factor at 20 µM; purified human PMI, coupled resazurin fluorescence, 20 min; hits give high values; 1 = vehicle control, 0 substrate-free wells;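 active means activation factor of 2 or more at 20 µM, relative to plate controls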
# TNAP act hiacc: activators of human TNAP at high phosphate acceptor concentration; purified TNAP, CDP-star luminescence, 1 M DEA, 30 min; hits give high values; 0 = EDTA background, 1 = DMSO-only activity; activation factor at 20 µM; 200,000 tested, under 10 active; AID 1136;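 active means activation factor at least 2 at 20 µM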
#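 Measured by: Luminescent substrate turnover signal | Test system: Human TNAP | Input: TNAP 1/800 final | Dosing: 20 µM single point | Schedule: 30 min, room temperature | Controls: EDTA wells as negative control, DMSO wells as positive control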
# HMGR II inh: inhibitors of class II HMG-CoA reductase from Enterococcus faecalis. purified E. faecalis HMGR, NADPH absorbance 340 nm kinetic. inhibition, % at 10 µM. 190,000 tested, 0.41% active. AID 1066;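 active means inhibition above a set limit, the median over all tested compounds plus 3 SD, cut at about 9.5% in these data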;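 further: enzyme runs in reverse so mevalonate oxidation gives rising NADPH absorbance; 0% = complete reaction with DMSO and 100% = background rate lacking mevalonate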
# TNAP inh hiacc: blocks human TNAP under high phosphate acceptor concentration | P05186 | purified TNAP, CDP-star luminescence, 1 M DEA | inhibition, % at 20 µM | 200,000 tested, 0.03% active | AID 1135;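 active means over 50% inhibition of tissue-nonspecific alkaline phosphatase at 20 µM in the single-dose screen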;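 further: plate controls were DMSO wells for no effect and EDTA-quenched wells as full inhibition for full effect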
# Numbers without * were called inactive; / = no result given.
SMILES,FLuc stim CS,PMI act hi M6P,G6PDH CS,Diaph act CS,TNAP inh noacc,Diaph inh CS,PMI act,TNAP act hiacc,HMGR II inh,TNAP inh hiacc
O=C(C1=C[C@H](c2ccc(C(F)(F)F)cc2)C[C@H](OCc2ccc(CO)cc2)O1)N1CCN(Cc2ccccc2)CC1,1,0.9,11,0.7,-4,29,1,1,2,2
CC(C)CCC(O)(CCC(C)C)C(=O)NNc1ccccc1,1,0.9,-4,0.8,-12,16,0.9,1,4,-4
CSCc1nnc(NC(=O)c2ccc(S(=O)(=O)N(CC(C)C)CC(C)C)cc2)o1,1.1,1,7,0.8,-9,22,1,1,1,-2
O=S(=O)(c1ccccc1)N(CC(O)CN1CCCCC1)c1ccccc1 (configuration not stated),1,1.1,9,0.9,-9,9,1,1,-9,-2
O=C(Nc1nnc(C2CC2)s1)c1cc(S(=O)(=O)N2CCN(c3ccccc3)CC2)ccc1Cl,1,0.9,2,0.9,-9,10,1,1.1,1,-5
O=C(Nc1ccc2c(c1)OCO2)C(c1ccc(Cl)cc1)N1CCN(C(=O)c2ccco2)CC1 (configuration not stated),1.1,0.8,-7,0.8,-20,22,0.9,1.1,1,-5
O=C(Cc1cccs1)N(CC1CCCO1)C1(C(=O)NC2CCCCC2)CCCCC1 (configuration not stated),1,1,-1,1,-9,0,1.1,1,-4,2
CCCCSC1=C(C#N)C(c2ccccc2C)CC(=O)N1 (configuration not stated),1,0.8,0,0.8,-19,25,0.9,1.1,-1,-7
CCC(C)(C(=O)NC1CCCCC1)N(C(=O)c1cnccn1)c1c(C)n(C)n(-c2ccccc2)c1=O (configuration not stated),1.1,0.9,4,0.8,-12,18,0.9,1.1,3,-6
COc1cc(/C=C(\C#N)C(=O)Nc2cccnc2)ccc1OC(C)C,1,1,-11,1,-9,0,1,1,-3,1
Cc1cc(NC(=O)CN2CCCC(C)C2)no1 (configuration not stated),1.1,1.1,17,1,-6,-1,1,1.1,-1,-13
CCSC1=NC(C)(C)C=C(/C=C/c2ccc(Cl)cc2Cl)N1,1,1.1,11,1,0,-4,1.1,1.1,1,-8
COc1ccc(N2CSC3=C(C#N)C(c4cc(OC)ccc4OC)CC(=O)N3C2)c(OC)c1 (configuration not stated),1,0.4,50*,0.4,23,57*,0.5,1,-7,-1
O=C(Nc1cc(S(=O)(=O)N2CCCC2)ccc1OCC(F)(F)F)c1ccccc1F,1.1,1,8,1,-15,3,1,1,2,-2
COc1ccccc1N(CC(=O)NC(C)(C)C)C(=O)c1ccc(Cl)nc1,1.1,1,9,0.9,-12,6,1,1.1,-6,-7
CCc1ccccc1NC(=O)CN(c1ccc(OC)cc1OC)S(=O)(=O)c1ccccc1[N+](=O)[O-],1.1,1,11,0.7,-2,27,0.8,1.1,2,-6
Fc1cc(F)cc(NC(=S)Nc2ccccc2N2CCOCC2)c1,1,0.9,2,0.8,-6,16,0.9,1,3,-3
Cc1ccc(C)c(N(CC(=O)Nc2ccccc2C(=O)NCc2ccco2)S(=O)(=O)c2ccccc2)c1,1,0.9,-11,0.9,-1,12,0.8,1,1,2
Cc1ccc(S(=O)(=O)NC2CCCc3ccccc32)cc1C (configuration not stated),1.1,0.9,4,0.8,-9,20,0.9,1.1,-6,-6
S=C(NCc1ccccc1)NNc1ccccc1,1,0.9,7,0.9,7,13,0.9,1,-4,-1
O=C(/C=C/c1ccc(OCc2c(F)cccc2Cl)cc1)N1CCOCC1,1,1.1,-6,1.1,7,-7,1,0.9,0,8
O=C(CN(C(=O)Cn1nnc(-c2cccs2)n1)c1ccc2c(c1)OCCO2)NC1CCCCC1,1.1,0.9,11,0.8,0,24,1.1,1.1,-4,-6
CS(=O)(=O)N1CCc2cc(NC(=O)c3ccc(Cl)cc3Cl)ccc21,1,1,8,0.9,-17,8,1,1.1,1,-7
Cc1ccc2nc(NCCCO)nc(-c3ccccc3)c2c1,1.1,1,0,0.9,-38,12,1,1.1,3,-10
COc1ccc(Br)cc1S(=O)(=O)NCCN1CCOCC1,1.1,1,6,1,-6,2,1.1,1.1,-5,-6
CC1CCCCC1N1CCN(C(=O)c2cccc(F)c2)CC1 (configuration not stated),1,1.1,25,1,-1,-1,1,1.1,-6,-6
COCc1cc(C(C)=O)ccc1OC,1.1,1,4,1,-8,0,1,1.1,-3,-7
COc1ccc(C(=O)Nc2ccc(S(=O)(=O)Nc3onc(C)c3C)cc2)cc1OC,1,1,13,1.1,-15,-5,1,1.1,/,-7
Fc1ccc(NC(=S)Nc2nccs2)cc1,1,1,8,0.9,1,9,1,1,-3,-1
COc1cc(/C=C(\C#N)c2nc3c(s2)CC(C)CC3)ccc1O (configuration not stated),0.7,0.9,12,0.8,21,17,0.9,0.8,2,24
CC(C)OC(=O)c1cccc(C(=O)Oc2ccccc2)n1,1,1,0,0.9,-22,12,1,1,0,0
COC(=O)c1[nH]c2ccc(C)cc2c1NS(=O)(=O)c1ccc(F)c(C)c1,1,0.9,7,0.8,-5,16,0.8,1,0,-1
CC(C)CNS(=O)(=O)c1ccc(OCC(=O)Nc2ccc3c(c2)OCCO3)cc1,1,1,11,0.9,-7,6,1,1.1,0,-8
COC(=O)c1ccc(SCC(=O)NC2CCCC2)c([N+](=O)[O-])c1,1.1,1,-3,1,-4,0,0.9,1,-1,1
CCN(CC)C(=O)c1ccccc1NS(C)(=O)=O,1,0.9,-4,0.3,0,74*,0.9,1,-11,2
Cc1cc(C(=O)CSc2nc(N)cc(=O)[nH]2)c(C)n1-c1ccc(OC(F)F)cc1,1.1,1,0,0.9,-11,13,1,1,-5,-4
O=C(NC1=NCCS1)c1cc(-c2cccnc2)nc2ccccc12,0.9,0.9,4,0.9,-9,10,1,1,-11,0
CN1CCC(NC(=O)Cc2c(F)cccc2Cl)CC1,1,1,2,1.1,-8,-9,1.1,1,2,-1
C[C@H]1O[C@H](O[C@H]2[C@H](O)[C@@H](O)[C@@H](O[C@H]3[C@H](O)[C@@H](O)C(O)O[C@@H]3CO)O[C@@H]2CO)[C@H](O)[C@@H](O)[C@@H]1N[C@H]1C=C(CO)[C@@H](O)[C@H](O)[C@H]1O (some centres not stated),1,1,6,1.2,-7,-20,1,1,3,-4
CCOc1cc(C(=O)N2CCN(c3ccccc3)CC2)cc(OCC)c1OCC,1,0.9,-17,0.9,-6,13,0.9,1,-2,-1

# The final three records of the section above open the next one:
SMILES,FLuc stim CS,PMI act hi M6P,G6PDH CS,Diaph act CS,TNAP inh noacc,Diaph inh CS,PMI act,TNAP act hiacc,HMGR II inh,TNAP inh hiacc
CN1CCC(NC(=O)Cc2c(F)cccc2Cl)CC1,1,1,2,1.1,-8,-9,1.1,1,2,-1
C[C@H]1O[C@H](O[C@H]2[C@H](O)[C@@H](O)[C@@H](O[C@H]3[C@H](O)[C@@H](O)C(O)O[C@@H]3CO)O[C@@H]2CO)[C@H](O)[C@@H](O)[C@@H]1N[C@H]1C=C(CO)[C@@H](O)[C@H](O)[C@H]1O (some centres not stated),1,1,6,1.2,-7,-20,1,1,3,-4
CCOc1cc(C(=O)N2CCN(c3ccccc3)CC2)cc(OCC)c1OCC,1,0.9,-17,0.9,-6,13,0.9,1,-2,-1
Cc1ccc(CN2CCN(Cc3ccc(OC(C)C)cc3)CC2CCO)o1 (configuration not stated),1,0.8,13,0.9,-3,10,0.9,1,-5,0
CC(=O)N1CCN(CCN=CC2=C(O)CC(c3ccc(Cl)cc3)CC2=O)CC1 (configuration not stated),1,1,3,0.9,-6,14,1,1.1,4,-5
Cc1cccc(C(=O)N2CCC(=O)N(C(COCc3cccc(C(F)(F)F)c3)Cc3ccccc3)CC2)c1 (configuration not stated),1,0.9,13,0.8,-10,17,0.9,1.1,-8,-6
CC/C(Cc1ccccc1)=N/NC(=O)c1cccc(Br)c1,1.1,1,-1,0.9,-8,7,1.2,1.1,-3,-6
Nc1nc(N2CCN(C/C=C/c3ccccc3)CC2)nc2ccccc12,1,1,-29,1.1,-3,-7,1,1.1,2,-5
CCN(C(=O)COC(=O)c1cc(NS(=O)(=O)c2ccc(Cl)c([N+](=O)[O-])c2)ccc1O)C1CCCCC1,1,0.9,-10,0.8,12,18,0.8,1,4,-2
CCc1n[nH]c(=S)n1/N=C/c1ccc(NC(C)=O)cc1,1,1,-4,0.7,-4,27,1,1,-1,-4
O=C(Nc1cccnc1)c1ccc2c(c1)C(=O)N(CC1CCCO1)C2=O (configuration not stated),1,0.9,9,1,-7,-5,1,1,-2,-2
CCOC(=O)C(C)Oc1ccc(C2NC(=O)NC(C)=C2C(=O)Nc2ccccc2C)cc1 (configuration not stated),1,1.1,8,0.9,-5,14,1,1,-5,2
O=C(NN1C(=O)CSC1=S)C(=O)NN1C(=O)CSC1=S,1,1.1,0,0.8,-137,20,1,1,0,-1
Nc1nc2n(n1)C(c1ccco1)CC(c1ccc(Cl)c(Cl)c1)N2 (configuration not stated),1,0.8,10,0.7,-3,26,0.8,1,-6,-4
C=CCc1c(C)nc2c(C(=O)O)cnn2c1C,1.1,1,9,0.9,-12,14,1,1.1,3,-6
CCNS(=O)(=O)c1ccc(CCC(=O)Nc2ccccc2)cc1,1.1,1,-6,0.9,-19,6,1,1.1,-2,-6
O=C(c1ccco1)N1CCN(Cc2nc3ccc([N+](=O)[O-])cc3c(=O)n2-c2ccccc2F)CC1,1.1,1,-2,0.8,-14,20,1,1.1,-7,-7
COc1ccc(NC(=O)CCN2CCCC2)c(OC)c1,1,1,3,1,-2,2,1,1,5,4
Oc1ccc(N=C/C=C/c2ccc(Br)cc2)cc1-c1nc2ccccc2s1,0.7,0.6,-14,0.8,-19,21,1.1,0.9,0,13
O=C(c1cccs1)N1N=C(c2ccccc2)CC1c1ccccc1 (configuration not stated),1.1,0.8,-28,0.7,-7,25,0.8,1,-14,-2
CC1CCCC(C)N1S(=O)(=O)c1ccc(S(=O)(=O)NCCc2ccncc2)cc1 (configuration not stated),1,0.9,8,0.8,-6,21,0.9,1,-1,-2
CCOC(=O)C1(Cc2ccccc2)CCN(Cc2cccc(OC)c2O)CC1,1.1,0.9,13,0.7,3,26,0.9,1.1,-4,-5
